Source: PubChem BioAssay (several laboratories)
ROMK primary = human ROMK K+ channel modulation, primary screen; P48048; Tet-inducible ROMK, thallium flux fluorescence; actives lie on both sides; B-score at 10 µM; hit rate 2% among 130,000; AID 1918;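 active = signal ratio slope over the read window, or its plate-corrected B-score, at least 3 SD from the plate mean, either direction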;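 note: B-score of the F/F0 ratio slope over 7 to 12 s after thallium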
Target sequence (P48048 whole entry, looked up): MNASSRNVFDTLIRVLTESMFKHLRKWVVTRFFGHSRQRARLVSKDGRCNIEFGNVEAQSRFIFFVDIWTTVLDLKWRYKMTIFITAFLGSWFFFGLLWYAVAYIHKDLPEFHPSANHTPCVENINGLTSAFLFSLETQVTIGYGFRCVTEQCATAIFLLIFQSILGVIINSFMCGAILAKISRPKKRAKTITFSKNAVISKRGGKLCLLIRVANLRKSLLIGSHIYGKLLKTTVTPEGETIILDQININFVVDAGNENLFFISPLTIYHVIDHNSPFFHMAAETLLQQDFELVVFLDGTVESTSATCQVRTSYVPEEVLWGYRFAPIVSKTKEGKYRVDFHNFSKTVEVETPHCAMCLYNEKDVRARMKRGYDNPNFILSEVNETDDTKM
PPARg SRC1 recr = PPARgamma-driven SRC-1 recruitment agonism; hit rate 0.41% among 200,000; activation, % at 8 µM; P37231; PPARgamma-SRC-1 coactivator recruitment biochemical assay; in the data active = activation above about 19%;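 note: 0% = DMSO and 100% = reference agonist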
Target sequence (P37231 whole entry, looked up): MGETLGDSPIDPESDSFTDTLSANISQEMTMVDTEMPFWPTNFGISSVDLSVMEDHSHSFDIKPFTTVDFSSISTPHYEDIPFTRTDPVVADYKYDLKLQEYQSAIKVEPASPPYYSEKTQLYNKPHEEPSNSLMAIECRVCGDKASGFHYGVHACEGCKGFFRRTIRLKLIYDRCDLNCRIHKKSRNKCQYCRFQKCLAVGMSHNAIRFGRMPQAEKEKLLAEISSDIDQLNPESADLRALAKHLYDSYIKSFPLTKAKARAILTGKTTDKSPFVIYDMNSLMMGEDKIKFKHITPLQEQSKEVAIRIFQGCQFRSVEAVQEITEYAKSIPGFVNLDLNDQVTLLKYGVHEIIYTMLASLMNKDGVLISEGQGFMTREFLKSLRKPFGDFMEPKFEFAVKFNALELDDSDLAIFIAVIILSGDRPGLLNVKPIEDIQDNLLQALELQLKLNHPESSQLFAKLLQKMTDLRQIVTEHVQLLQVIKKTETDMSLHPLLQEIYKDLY
PPARg SRC2 recr = PPARgamma-driven SRC-2 recruitment agonism | PPARgamma LBD-SRC-2 recruitment, biochemical | hit rate 0.34% among 200,000 | activation, % at 8 µM | P37231 | AID 1032; in the data active = activation above about 22%;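 note: 0% = vehicle and 100% = reference agonist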
TLR4 MyD88 comp = inhibitors of human TLR4-MyD88 binding. HeLa CL3-4 TLR4/MyD88 BLA complementation, FRET ratio. inhibition, % at 8.4 µM. O00206+Q99836. hit rate 0.18% among 200,000; in the data active = inhibition above about 25%;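 note: 0% = vehicle and 100% = reference inhibitor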
STAT1 blocker = STAT1 signaling inhibition; NIH 3T3 STAT1-luciferase reporter, IFN-gamma, luminescence; inhibition, % at 5.5 µM; hit rate 0.35% among 200,000; AID 920;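 active = inhibition above a set limit, the mean inhibition across all tested compounds plus 3 SD, cut at about 34% in these data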;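 note: 0% = IFN-gamma with DMSO and 100% = IFN-gamma with 300 µM nifuroxazide; values of inactives mirror those of a sister screen read the other way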
PPARg SRC-3 ag = PPARgamma-driven SRC-3 recruitment agonism; P37231; biochemical PPARgamma/SRC-3 coactivator recruitment assay; activation, % at 8 µM; hit rate 0.26% among 200,000; AID 731; in the data active = activation above about 23%;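 note: 0% = DMSO and 100% = reference agonist; some compounds past the cut are filed as inactive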
STAT3 blocker = reduces IL-6 driven STAT3 reporter signal | U3A cells, IL-6 STAT3-luciferase reporter, luminescence; host cell line lacks STAT1 | inhibition, % at 5.5 µM | hit rate 0.89% among 190,000 | AID 862;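 active = inhibition above the mean inhibition across all screened compounds plus 3 SD, cut at about 44% in these data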;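 note: 0% = DMSO only wells and 100% = 100 µM nifuroxazide control wells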
RAM inhibit = inhibitors of the yeast RAM network. S. cerevisiae dse1pr::URA3 reporter, 5-FOA growth OD615, 2 d; analog-sensitive cbk1-as2 kinase mutant strain. inhibition, % at 50 µM. hit rate 1.8% among 190,000;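 active = inhibition above a set limit, 3 SD over mean compound inhibition, cut at about 8.4% in these data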;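 note: 0% = DMSO-only wells with no growth and 100% = 10 µM 1-NA-PP1 full growth; inhibition rescues growth on 5-FOA so higher OD means more RAM inhibition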
S1P3 antag = antagonists of human S1P3 receptor; Q99500; CHO S1P3 NFAT-BLA reporter, FRET fluorescence, antagonist mode; inhibition, % at 4.98 µM; hit rate 0.27% among 170,000; AID 485;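 active = inhibition above the plate cutoff, the mean inhibition of test wells on that plate plus 3 SD, cut at about 28% in these data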;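 note: cells challenged with S1P at its EC80 of 0.8 µM; blue over green emission ratio from cleaved BLA substrate after 4 h stimulation; 0% = S1P-stimulated wells and 100% = unstimulated DMSO-only wells; some compounds past the cut are filed as inactive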
STAT3 act = STAT3 signaling activation | U3A cells, IL-6 STAT3-luciferase reporter, luminescence; 100% = signal with IL-6 EC80 alone | activation (% of control), % at 5.6 µM | hit rate 0.91% among 190,000;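 active = activation above the screen-wide mean of compound activation plus 3 SD, cut at about 130% in these data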;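 note: 0% = background luminescence of wells with medium and substrate only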
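Test system: STAT3-luciferase reporter U3A cells; Detection: reporter luminescence signal; Times: 1 h compound pre-exposure, 6 h IL-6 stimulation, 37 °C; Benchmarks: IL-6-only high control; Also added: IL-6 stimulus at 33 ng/mL final.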
TR-FRET SRC-2 ct = TR-FRET artefact, counter-screen to PPARgamma/SRC-2 agonist assay; hits give high values; TR-FRET ratio at 8 µM; hit rate 0.4% among 200,000; in the data active = TR-FRET ratio above about 2000; note: inactives centre near 1500
* hit, by the source's call; x = not tested or not shown.

SMILES	ROMK primary	PPARg SRC1 recr	PPARg SRC2 recr	TLR4 MyD88 comp	STAT1 blocker	PPARg SRC-3 ag	STAT3 blocker	RAM inhibit	S1P3 antag	STAT3 act	TR-FRET SRC-2 ct
CCOC(=O)Nc1ccc(C(=O)NCC2CCCO2)cc1 (configuration not stated)	0.89	4	-2	2	-6	-10	3	1.3	-2	100	1429
CC(=O)/C(=N\Nc1ccccc1)Sc1nncn1C	x	0	4	-6	6	5	-20	-1.2	-12	116	1597
O=C(NCCC(c1ccccc1)c1ccccc1)c1ccc(Br)o1	0.26	-5	5	13	4	-6	-1	10*	x	100	1564
COc1ccc(Nc2nc(=O)[nH]nc2C)cc1	x	5	8	-6	-1	7	-3	1.0	x	104	1649
COc1ccc(CNC(=O)c2nnn(Cc3ccc(OC)cc3)c2N)cc1	x	6	5	-4	0	8	8	-0.1	-20	97	1490
O=c1nc2s/c(=C\c3ccco3)c(=O)n2nc1Cc1ccccc1	x	4	7	-10	4	0	3	3.5	25	103	1547
CC(C)(C)C1CCC(=NNC(=S)Nc2cccnc2)CC1 (configuration not stated)	0.019	14	0	4	-12	3	4	2.0	9	104	1553
Cc1nc2sc(C(c3cccs3)N3CCOCC3)c(O)n2n1 (configuration not stated)	x	-3	7	-3	-5	4	10	0.2	1	96	1348
CCCCS(=O)CC(COC)OC(=O)c1ccccc1 (configuration not stated)	0.6	3	4	11	-7	-2	6	0.1	-10	99	1548
O=C(c1ccccc1Cl)N(Cc1ccc(Cl)c(Cl)c1)N1C(=O)CCCC1=O	1.2	12	15	10	6	5	11	3.5	-19	94	1677
Cc1nn(C)c(C)c1S(=O)(=O)N1CCCC(C(=O)NCCc2ccc(Cl)cc2)C1 (configuration not stated)	x	3	5	2	0	2	-2	3.4	16	102	1509
CC(C)(C)C(=O)Nc1cc(S(=O)(=O)Nc2ccc(Cl)cc2)ccc1O	0.065	4	6	-3	4	0	1	6.0	-10	105	1593
COc1ccc(-c2cc(C(=O)NCCN3CCOCC3)c3ccccc3n2)cc1	x	2	4	-23	-4	-10	8	0.8	16	97	1604
Cc1ccc(NC(=S)N2CCOCC2)c(C)c1	x	6	6	-18	0	6	10	1.3	x	97	1501
Cc1ccnc2nc(C(=O)Nc3nnc(-c4ccccc4)o3)nn12	-2.1	2	-1	0	-27	3	-10	1.1	-12	109	1513
CNCC(O)COc1cccc(OC)c1 (configuration not stated)	0.6	3	7	-11	8	-3	1	-0.7	-25	104	1626
CSc1ccccc1NS(=O)(=O)c1ccccc1	x	-2	7	0	-2	0	0	2.3	-22	102	1304
Cc1cc(Cl)ccc1OCC(=O)Nc1nc(-c2cccs2)cs1	x	1	8	2	1	3	4	6.3	x	100	1399
CN(Cc1ccccc1)C(=O)CN(C1CCCCC1)S(C)(=O)=O	0.17	-1	-4	8	-1	-11	-1	0.1	-24	103	1398
Cc1ccccc1-n1c(=O)c2ccccc2n2c(=O)[nH]nc12	-0.56	2	5	16	2	-16	-1	0.6	-27	104	1673
O=C(CCS(=O)(=O)c1ccccc1)Nc1ccc(-c2nc3ccccc3s2)c(O)c1	0.074	8	1	-2	0	1	9	3.4	2	91	1560
COc1ccc(C)cc1NC(=O)COCC(=O)O	x	2	-1	-2	-5	1	4	3.4	8	99	1304
COc1ccc(C2(NC(C)=O)CCN(C(=O)c3ccco3)CC2)cc1	-0.21	2	-6	0	-6	-1	-4	-0.1	-14	105	1765
CC(=O)Nc1ccc(NS(=O)(=O)Cc2ccccc2)cc1	0.044	-4	-5	5	18	-11	-4	0.6	-49	106	1443
CC1CC2(C)Oc3ccccc3C3OCC1(CO)C(C)C32 (configuration not stated)	x	-3	9	8	2	19	-1	1.6	10	104	1929

Continuation:
SMILES	ROMK primary	PPARg SRC1 recr	PPARg SRC2 recr	TLR4 MyD88 comp	STAT1 blocker	PPARg SRC-3 ag	STAT3 blocker	RAM inhibit	S1P3 antag	STAT3 act	TR-FRET SRC-2 ct
O=C(Nc1cccc(F)c1)c1cc(S(=O)(=O)N2CCC3(CC2)OCCO3)ccc1F	-0.64	5	5	-2	1	3	14	0.9	-9	90	1712
CCc1ccccc1NC(=S)NCCSc1ccc(Cl)cc1	-0.83	-4	-2	-6	-6	1	17	10*	3	88	1515
C=C(C)COc1ccc(-c2[nH]ncc2-c2ccccc2)c(O)c1	x	-1	3	10	2	2	2	-1.2	x	102	1689
CCCC(=O)OCC(=O)NC1CCCc2ccccc21 (configuration not stated)	0.79	6	7	-5	9	-5	8	1.0	-17	100	1868
Cc1ccc(C)c(OCC(=O)Nc2ccc(S(=O)(=O)Nc3ccccn3)cc2)c1C	x	2	-1	-9	1	-1	10	6.2	-6	93	1282
CCCOc1ccc(C(O)C(CN2CCOCC2)c2ccccc2)cc1 (configuration not stated)	x	-1	-2	-1	6	8	12	-0.3	x	93	1668
C=CCN1C(=O)C(Cc2ccc(C)cc2)S/C1=N/N=C/c1ccco1 (configuration not stated)	x	-1	1	9	0	-7	9	14*	x	100	1416
N#Cc1ccc(NC(=O)CNc2cc(S(=O)(=O)N3CCOCC3)ccc2NCC2CCCO2)cc1 (configuration not stated)	x	1	6	2	0	5	3	0.0	6	99	1654
O=C(c1ccccc1Br)N1CCN(c2ccc([N+](=O)[O-])c(N3CCOCC3)c2)CC1	-0.07	2	3	9	11	-3	-5	0.6	-18	108	1560
Clc1cccc(CSc2ncn(-c3ccccc3)n2)c1	x	5	3	4	-21	-10	7	0.4	x	96	1655
CN(C)c1ccc(/C=N/N(Cc2ccccc2)c2ccccc2)cc1	x	6	12	-11	-1	-2	-1	1.6	-22	97	1599
CCOC(=O)c1cc(C(=O)OCC)c(=O)[nH]c1N1CCCC1	0.25	-10	-9	0	-2	-1	7	-0.6	-3	100	1339
Cc1nc(CNC(=O)CC2C(=O)NCCN2Cc2cccc(Oc3ccccc3)c2)cs1 (configuration not stated)	0.54	2	-3	-14	-3	2	0	-0.9	-7	105	1540
CC1(C)CC(=O)C2=C(C1)OC(N)=C(C#N)C2c1cccc(OC(=O)c2ccco2)c1 (configuration not stated)	0.7	16	10	3	-3	11	7	2.1	16	96	1508
CCOC(=O)/C(=C\c1ccc([N+](=O)[O-])o1)NC(=O)c1ccccc1	-0.025	3	1	-2	-4	5	-4	0.9	x	103	1490
O=C(N[C@@H](Cc1ccccc1)C(=O)NC1CCCCCC1)c1ccco1	-0.26	8	13	-2	-3	-2	-9	2.5	x	108	1641
COc1cc(/C=N/S(=O)(=O)CCc2ccccc2)ccc1O	0.66	4	-3	-2	4	0	2	2.6	-2	102	1391
CCN(CC)S(=O)(=O)c1ccc(C(=O)N2CCc3ccccc32)cc1	0.67	-1	0	-8	9	-3	11	2.9	-7	98	1370
CCc1cc(=O)oc2c(C)c(O)c(CN(C)C)cc12	0.15	1	-3	4	-4	14	2	0.1	7	102	1402
CCC(C)c1ccc(NC(=O)C/C(C)=N/NC(=O)c2cnccn2)cc1 (configuration not stated)	-0.72	-3	-5	-9	-29	-4	-10	0.4	-7	106	1623
Cn1nccc1C(=O)Nc1cccc(C(F)(F)F)c1	-0.47	4	12	-2	-1	1	17	-0.4	-1	92	1632
CCN(CC)S(=O)(=O)c1cccc(-c2nnc(SCCOc3ccccc3)o2)c1	-1.4	-2	3	-9	0	-3	7	13*	-51	98	1490
CCO[C@H]1OC(C(=O)N2CCN(C)CC2)=C[C@@H](c2ccc3c(c2)OCO3)[C@@H]1CCCO	x	-7	2	-10	1	2	x	2.6	-10	x	1533
Cc1ccc(NC(=O)C2CCCCC2)c(O)c1	0.11	-2	-1	-9	0	-3	24	-0.3	-6	83	1650
Cc1ccc(S(=O)(=O)NCC(=O)OCC(=O)Nc2ccccc2OC(F)F)cc1	x	-6	-4	-8	-7	2	-5	1.3	-13	100	1549

Some of these compounds in order of molar mass, low to high:
SMILES	ROMK primary	PPARg SRC1 recr	PPARg SRC2 recr	TLR4 MyD88 comp	STAT1 blocker	PPARg SRC-3 ag	STAT3 blocker	RAM inhibit	S1P3 antag	STAT3 act	TR-FRET SRC-2 ct
Cc1ccc(NC(=O)C2CCCCC2)c(O)c1	0.11	-2	-1	-9	0	-3	24	-0.3	-6	83	1650
CCCC(=O)OCC(=O)NC1CCCc2ccccc21 (configuration not stated)	0.79	6	7	-5	9	-5	8	1.0	-17	100	1868
Clc1cccc(CSc2ncn(-c3ccccc3)n2)c1	x	5	3	4	-21	-10	7	0.4	x	96	1655
O=C(c1ccccc1Br)N1CCN(c2ccc([N+](=O)[O-])c(N3CCOCC3)c2)CC1	-0.07	2	3	9	11	-3	-5	0.6	-18	108	1560

New compounds follow.
SMILES	ROMK primary	PPARg SRC1 recr	PPARg SRC2 recr	TLR4 MyD88 comp	STAT1 blocker	PPARg SRC-3 ag	STAT3 blocker	RAM inhibit	S1P3 antag	STAT3 act	TR-FRET SRC-2 ct
COc1cc2nc(Cl)nc(N3CCCCC3)c2cc1OC	-0.07	5	4	-8	-5	4	11	3.2	-3	98	1491
O=C1OCC(c2ccccc2)=C1c1ccc(S(=O)(=O)N2CCOCC2)s1	-0.13	2	-3	-3	3	8	2	-0.7	-20	101	1609
Cc1ccc(S(=O)(=O)Nc2ccncc2)c(C)c1N(C)S(=O)(=O)c1ccc(F)cc1	x	9	-6	-6	-1	-1	-4	2.6	14	102	1660
N#Cc1nc(-c2ccco2)oc1NCCCN1CCOCC1	x	8	-8	-5	-12	-1	7	0.5	-22	98	1523
CCOC(=O)NC(=O)c1cn(CCNCCO)c(=O)[nH]c1=O	-1.5	-4	8	0	1	5	5	0.5	5	100	1639
CC(C)(C)c1nc2ccccc2c2nnc(SCC(=O)Nc3nccs3)n12	x	0	-9	-8	2	-7	-2	4.6	x	112	1503
O=C(/C=C/c1ccc(Cl)cc1)NCCN1CCOCC1	x	4	9	-2	2	1	8	1.8	x	99	1579
CO/N=C/NC(=O)NOCc1ncc(C(F)(F)F)cc1Cl	-0.83	8	2	4	8	-6	7	2.1	x	99	1492
Clc1ccccc1Cc1noc(CN2CCSCC2)n1	-0.38	0	-2	-2	-15	-1	-3	4.2	0	105	1393
CCN(Cc1ccncc1)Cc1c(O)ccc2ccccc12	0.0011	5	0	-11	7	4	-11	-0.5	-2	118	1704
Clc1ccc(CN(Cc2ccccc2)C(c2cccs2)c2nnnn2C2CCCC2)cc1 (configuration not stated)	-0.18	3	9	10	1	8	6	2.9	x	95	1642
O=C1c2ccccc2C(=O)N1CCCCSc1nnc(-c2ccc(OC(F)F)cc2)o1	-0.23	4	-4	-8	-5	4	7	4.7	-19	96	1720
O=C(Nc1ccc([N+](=O)[O-])cn1)C1CC2CCC1C2 (configuration not stated)	-0.17	1	-3	8	-1	0	7	0.7	-13	95	1397
O=[N+]([O-])c1ccc(-c2ccc(/C=N/c3c(-c4ccco4)nc4ccccn34)o2)cc1	-0.44	2	10	6	-12	7	0	0.6	x	106	1708
COc1ccc(N=Nc2nc3cc(Br)c(Br)cc3n2C)c(OC)c1	x	6	9	1	-2	6	8	1.4	0	96	1548
Cc1ccc(S(=O)(=O)NNC(=S)Nc2ccccc2)cc1	-0.13	0	8	3	-2	2	2	3.1	x	102	1509
